Screens deposited in PubChem BioAssay by several laboratories.
CSN inh: blocks human CSN-mediated cullin deneddylation; Q92905; Purified CSN, SCF-Nedd8-OG deneddylation, fluorescence polarization; inhibition, % at 12.5 µM; 360,000 compounds, 0.38% hits;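 active = pattern-corrected inhibition above about 35%, with an unprinted fluorescence ratio check between 0.5 and 1.5, limit read from the data, passing the limit was not always enough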;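 note: 0% = enzyme with substrate and 100% = substrate without enzyme; some results filed as inactive read as strong as hits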
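Test system: Human Csn5 produced in HEK293T cells | Compound: 12.5 µM single point | Times: 90 min, room temperature | Signal: Fluorescence polarization readout | Read-out basis: % inhibition of substrate cleavage by Csn5 | Controls: no-enzyme wells high, enzyme-with-substrate wells low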
Rpn11 inh: inhibitors of human proteasome Rpn11 | human 26S proteasome, Ub4-pepOG fluorescence polarization; 20S core pre-blocked with epoxomicin | calls only at 20 µM | 360,000 compounds, 0.59% hits;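 active = inhibition at 20 µM, scaled to each plate's controls, above about 33%, limit read from the data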
MLLE-PAM2 inh: blocks PAM2 peptide binding to the PABP1 MLLE domain; P11940; GST-MLLE / FITC-PAM2 fluorescence polarization; inhibition, % at 20 µM; 360,000 compounds, 0.36% hits; in the data active = inhibition above about 35%, passing the limit was not always enough;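 note: plate controls were DMSO wells with GST-MLLE for no effect and wells lacking GST-MLLE protein for full effect; some results filed as inactive read as strong as hits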
Rin1 Abl inh: blocks binding of human Rin1 to Abl; P00519+Q13671; TR-FRET Rin1/Abl binding, biochemical; inhibition, % at 7.35 µM; 360,000 compounds, 0.4% hits; AID 588664; in the data active = inhibition above about 5%, passing the limit was not always enough
MT1-MMP act inh: MT1-MMP (human) activation inhibition | P50281 | HT1080 RFP-PRO-GFP cells, GFP/RFP ratio fluorescence, overnight; percent of plate control window, DMSO zero | GFP/RFP ratio change, % at 20 µM | 360,000 compounds, 0.061% hits | AID 651647;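 active = GFP/RFP ratio change of at least 30% with cell ATP level not reduced by more than half and red fluorescence within 50% of control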; note: strong numbers were not always called active
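Assay system – RFP-PRO-GFP reporter HT1080 cells · Compound dosing – single dose of 20 µM compound, 1% DMSO final · Incubation – overnight compound exposure at 37 °C · Measure – GFP/RFP fluorescence ratio · Benchmarks – DMSO wells and RFP-L50D-GFP cells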
E coli Lon inh: inhibits E. coli Lon protease; purified E. coli Lon protease, fluorescence polarization; inhibition, % at 7.94 µM; 360,000 compounds, 0.42% hits; in the data active = inhibition above about 13%, passing the limit was not always enough;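 note: 0% = enzyme with probe and DMSO and 100% = no enzyme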
MsrA inhibitor: inhibits bovine methionine sulfoxide reductase A; purified bovine MsrA, absorbance read-out; inhibition, % at 15.5 µM; 360,000 compounds, 0.75% hits; AID 651718; in the data active = inhibition above about 4.5%;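 note: 0% = vehicle wells with enzyme and 100% = reference inhibitor wells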
FAS-TE inh: inhibitors of human fatty acid synthase thioesterase domain | P49327 | recombinant FAS-TE, OMFH fluorogenic substrate, fluorescence endpoint | inhibition, % at 15 µM | 360,000 compounds, 0.67% hits;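 active = compounds whose normalised, plate-corrected inhibition of enzyme fluorescence in the single-dose primary screen is 50% or more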;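 note: 0% = DMSO with enzyme and 100% = substrate without enzyme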
Target sequence (P49327 whole entry, looked up, the tested form may be a part): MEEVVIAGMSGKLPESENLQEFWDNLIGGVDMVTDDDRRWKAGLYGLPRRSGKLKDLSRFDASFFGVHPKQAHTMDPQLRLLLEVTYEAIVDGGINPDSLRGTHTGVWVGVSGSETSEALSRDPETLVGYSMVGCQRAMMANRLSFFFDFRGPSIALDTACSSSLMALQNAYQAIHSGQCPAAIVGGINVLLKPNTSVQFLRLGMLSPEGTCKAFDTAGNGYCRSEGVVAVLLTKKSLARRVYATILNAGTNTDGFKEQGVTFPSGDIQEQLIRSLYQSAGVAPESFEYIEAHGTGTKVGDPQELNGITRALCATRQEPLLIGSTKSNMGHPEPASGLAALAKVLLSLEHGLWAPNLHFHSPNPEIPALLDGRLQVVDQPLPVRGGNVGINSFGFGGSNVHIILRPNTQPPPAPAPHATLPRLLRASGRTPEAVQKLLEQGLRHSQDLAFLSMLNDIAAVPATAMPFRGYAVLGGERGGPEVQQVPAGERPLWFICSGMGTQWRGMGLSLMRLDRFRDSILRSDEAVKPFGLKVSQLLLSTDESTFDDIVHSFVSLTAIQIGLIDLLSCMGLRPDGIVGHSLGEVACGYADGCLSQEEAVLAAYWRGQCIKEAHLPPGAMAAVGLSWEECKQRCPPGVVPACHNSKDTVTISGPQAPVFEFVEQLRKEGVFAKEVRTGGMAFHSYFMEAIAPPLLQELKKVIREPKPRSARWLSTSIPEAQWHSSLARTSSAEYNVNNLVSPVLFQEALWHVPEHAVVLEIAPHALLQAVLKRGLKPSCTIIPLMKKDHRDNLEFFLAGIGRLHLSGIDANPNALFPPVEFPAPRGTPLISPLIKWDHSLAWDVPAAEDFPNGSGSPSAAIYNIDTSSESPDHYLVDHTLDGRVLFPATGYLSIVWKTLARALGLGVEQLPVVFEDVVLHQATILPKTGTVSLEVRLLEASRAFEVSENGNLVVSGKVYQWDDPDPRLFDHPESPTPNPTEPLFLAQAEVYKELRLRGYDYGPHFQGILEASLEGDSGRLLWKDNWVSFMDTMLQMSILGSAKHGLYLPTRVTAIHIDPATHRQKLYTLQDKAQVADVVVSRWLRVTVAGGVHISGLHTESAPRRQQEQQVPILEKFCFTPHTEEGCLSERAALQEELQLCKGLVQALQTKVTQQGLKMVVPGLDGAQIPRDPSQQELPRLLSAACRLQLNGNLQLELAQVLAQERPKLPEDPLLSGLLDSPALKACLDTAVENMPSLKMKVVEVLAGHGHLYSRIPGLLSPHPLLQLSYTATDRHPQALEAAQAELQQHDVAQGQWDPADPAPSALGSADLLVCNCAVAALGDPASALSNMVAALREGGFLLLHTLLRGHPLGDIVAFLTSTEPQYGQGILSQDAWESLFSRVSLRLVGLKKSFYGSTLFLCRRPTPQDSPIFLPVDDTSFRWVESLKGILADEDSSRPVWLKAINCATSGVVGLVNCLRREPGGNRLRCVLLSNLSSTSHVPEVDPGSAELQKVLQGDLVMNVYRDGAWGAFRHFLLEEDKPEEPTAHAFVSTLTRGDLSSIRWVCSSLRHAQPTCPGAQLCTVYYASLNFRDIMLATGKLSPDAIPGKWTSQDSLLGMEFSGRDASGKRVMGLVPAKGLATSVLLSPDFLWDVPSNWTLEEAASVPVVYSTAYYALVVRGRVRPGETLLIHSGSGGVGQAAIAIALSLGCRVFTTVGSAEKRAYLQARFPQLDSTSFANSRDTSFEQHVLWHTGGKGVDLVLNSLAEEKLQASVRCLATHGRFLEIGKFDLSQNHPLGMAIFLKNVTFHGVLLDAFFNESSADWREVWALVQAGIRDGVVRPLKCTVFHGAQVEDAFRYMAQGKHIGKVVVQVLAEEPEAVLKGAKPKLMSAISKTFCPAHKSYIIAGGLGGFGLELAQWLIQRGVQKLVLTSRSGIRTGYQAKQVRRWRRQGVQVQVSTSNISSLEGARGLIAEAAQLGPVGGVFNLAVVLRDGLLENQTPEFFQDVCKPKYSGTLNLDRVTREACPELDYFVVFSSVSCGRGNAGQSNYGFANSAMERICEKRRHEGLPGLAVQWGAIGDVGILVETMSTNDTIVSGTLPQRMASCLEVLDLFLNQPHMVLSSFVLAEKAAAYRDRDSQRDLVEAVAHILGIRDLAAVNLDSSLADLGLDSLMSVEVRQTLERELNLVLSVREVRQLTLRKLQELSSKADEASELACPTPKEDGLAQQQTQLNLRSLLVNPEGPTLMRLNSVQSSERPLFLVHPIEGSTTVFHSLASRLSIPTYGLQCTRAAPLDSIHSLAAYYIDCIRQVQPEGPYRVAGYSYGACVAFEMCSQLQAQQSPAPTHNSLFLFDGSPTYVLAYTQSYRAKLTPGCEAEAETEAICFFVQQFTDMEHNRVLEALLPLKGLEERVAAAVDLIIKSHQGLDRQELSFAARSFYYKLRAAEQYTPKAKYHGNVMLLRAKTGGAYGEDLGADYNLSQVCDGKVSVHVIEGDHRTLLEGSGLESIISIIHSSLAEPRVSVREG
bovine MsrA act: bovine methionine sulfoxide reductase A activation | 360,000 compounds, 0.3% hits | activation, % at 10.6 µM | AID 602163 | purified bovine MsrA, absorbance read-out; in the data active = activation above about 7.5%;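 note: 0% = vehicle and 100% = reference activator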
* marks the source's active call; other numbers are inactive results; i = inactive; . = not tested or not shown. No enrichment for hits. About 3.7% of those tested had a hit in this group.

SMILES | CSN inh | Rpn11 inh | MLLE-PAM2 inh | Rin1 Abl inh | MT1-MMP act inh | E coli Lon inh | MsrA inhibitor | FAS-TE inh | bovine MsrA act
CCC(=O)N1CCN(c2ccc(Cl)cc2NC(=O)c2ccc(N3CCCC3)c([N+](=O)[O-])c2)CC1 | 0 | i | -7 | -3 | 10 | -4 | -0.7 | 28 | -2
COc1cc(NC(=O)c2cccc(Cl)c2)c(OC)cc1NC(=O)CN1CCCCC1 | 0 | i | 6 | 0 | 7 | -4 | -1.0 | 17 | -1
COc1cc(/C=N\NC(=O)C2CC3C=CC2C3)ccc1O (stereo not given) | -6 | i | 3 | -4 | 5 | 8 | 1.7 | -7 | -5
COc1ccccc1C(=O)NCC(=O)N/N=C/c1ccncc1 | -2 | i | -4 | 1 | 1 | 1 | 0.1 | -12 | -4
CCOC(=O)c1c(C)[nH]c(NC(=O)Nc2ccc(NC(C)=O)cc2)c1C | -4 | i | -2 | 0 | -3 | 7 | 0.6 | -6 | -3
C[C@H]1COC(=O)[C@@H](Cc2ccc(F)cc2)CC/C=C\C[C@H](CC(=O)NCCO)C(=O)N1 | 6 | i | 5 | 0 | 1 | -1 | -1.2 | -6 | -2
CCCCN(CC)CCCNC(=O)c1cc2c(=O)[nH]c3ccccc3c2s1 | 8 | i | 2 | -3 | 6 | 11 | 0.5 | -1 | -2
O=C(NCc1ccccn1)C(=O)NCC1OCCN1S(=O)(=O)c1ccc(Cl)cc1 (stereo not given) | 0 | i | -7 | 0 | -3 | -10 | -0.4 | -4 | -4
CCOC(=O)c1oc2ccc(Cl)cc2c1NC(C)=O | 6 | i | 13 | 2 | 4 | 3 | -0.9 | -1 | -15
CN(C(=O)COC(=O)c1ccc([N+](=O)[O-])cc1N)c1ccccc1 | 42* | i | -102 | 3 | -5 | -4 | 0.5 | -5 | 0
O=C(/C=C/c1ccccc1Cl)Nc1ccccc1 | 1 | i | -3 | -2 | 0 | -2 | 0.9 | 15 | -1
COC(=O)C1=C(C)N(c2ccc(C)c(C)c2)/C(=C/c2cccs2)C1=O | 4 | i | 10 | -1 | -8 | 0 | 0.0 | -2 | -5
COc1ccc(C)cc1NC(=O)c1sc2ncn(CC(=O)N3CCCCC3)c(=O)c2c1C | 4 | i | -12 | 0 | 7 | -2 | 0.0 | 2 | -2
COc1ccc(-n2c(Cc3cccn3C)nnc2SCC(=O)Nc2ccc(F)cc2F)cc1 | 1 | i | 8 | 1 | 3 | -1 | -0.1 | -2 | -2
Nc1ccc(OCc2ccccc2)cc1 | 0 | i | 0 | -1 | 0 | -5 | 0.0 | -4 | -2
Cc1cc(C)c2c(-n3cccc3)c(C(=O)NNS(=O)(=O)c3ccc(Cl)cc3)sc2n1 | 4 | i | -6 | -1 | 4 | 2 | 0.1 | 13 | 0
O=C(NCc1cccc(F)c1)c1ccc(N2C(=O)Cn3c(cc4sccc43)C2=O)cc1 | 1 | i | -15 | -1 | 1 | 2 | 2.8 | 4 | -3
O=C(CSc1ccsc1[N+](=O)[O-])NCCc1ccc(Cl)cc1 | -2 | i | 8 | 0 | 3 | 2 | 0.0 | 1 | 2
C=CCNc1nc(C(=O)OCC(=O)c2ccc(F)cc2)cs1 | 7 | i | -5 | 5 | 3 | -7 | 0.1 | -8 | -6
CN(CC(=O)Nc1ccccc1N1CCCC1)S(=O)(=O)c1ccc(F)cc1 | 4 | i | -5 | 5 | -1 | 5 | -1.0 | 1 | -4
COc1ccc(CNC(=O)CN2C(=O)C(C)N(c3ccc(C)cc3)C2=O)cc1 (stereo not given) | 2 | i | -1 | -1 | 2 | 3 | 0.2 | 1 | 0
N/C(=N\OC(=O)CCCc1ccccc1)c1ccccc1Cl | 3 | i | 8 | 1 | -2 | 2 | -0.5 | 6 | 1
COc1ccc(OC)c(-c2csc(NC(=O)c3ccccc3F)n2)c1 | 0 | i | -9 | 7 | 0 | 10 | 0.0 | 29 | 0
CC(C)=CC(=O)OCC(=O)Nc1ncc(Cl)c(C)c1Cl | 3 | i | -1 | -4 | -2 | 1 | 0.8 | -1 | -2

Sorted by value in MsrA inhibitor (rising): some entries from above
mol,MsrA inhibitor
C[C@H]1COC(=O)[C@@H](Cc2ccc(F)cc2)CC/C=C\C[C@H](CC(=O)NCCO)C(=O)N1,-1.2
Nc1ccc(OCc2ccccc2)cc1,0.0
COc1cc(/C=N\NC(=O)C2CC3C=CC2C3)ccc1O (stereo not given),1.7

Carrying on:
SMILES | CSN inh | Rpn11 inh | MLLE-PAM2 inh | Rin1 Abl inh | MT1-MMP act inh | E coli Lon inh | MsrA inhibitor | FAS-TE inh | bovine MsrA act
CCN1C(=O)C(CC(=O)Nc2ccc(OC)cc2)N(Cc2cccs2)C1=S (stereo not given) | 4 | i | -3 | 0 | 0 | -3 | -1.2 | 40 | -8
COc1ccc(-c2nnn(Cc3ccccc3)n2)cc1 | -2 | i | -14 | -2 | 5 | 7 | -0.7 | 20 | -1
CC1=C(C(=O)O)N2C(=O)C(NC(=O)c3nn(C)c(C)c3Cl)C2SC1 (stereo not given) | 0 | i | 33 | 4 | 1 | 0 | 0.2 | -1 | -1
CCOC(=O)[C@]12CCC=C1N(Cc1ccc(Cl)cc1Cl)C(=O)[C@H](CC(=O)N1CCSCC1)C2 | -2 | . | . | . | -2 | -7 | 0.3 | 12 | -5
COc1ccc(C)cc1S(=O)(=O)N(CC(=O)O)c1ccc(F)cc1 | -4 | i | -11 | -4 | -1 | 8 | 1.1 | -7 | 0
O=C(C(c1ccccc1)c1ccccc1)N1CCN(CCN2C(=O)c3cccc4cccc(c34)C2=O)CC1 | -5 | i | -8 | -1 | -2 | -8 | 2.8 | 32 | -4
O=C(CSc1nnc(Nc2ccccc2F)s1)Nc1cccc(S(=O)(=O)N2CCCCC2)c1 | 6 | i | -91 | 3 | -13 | 5 | -0.5 | 19 | -4
COc1cccc(CNC(=O)COC(=O)CN(C)S(=O)(=O)c2ccc(NC(C)=O)cc2)c1 | -2 | i | -7 | 0 | 1 | -2 | -1.3 | -8 | -3
CCCC(O)(c1ccccc1)C(c1ccccc1)c1ccccn1 (stereo not given) | -5 | i | 4 | -1 | -3 | -9 | 0.8 | 1 | -1
Cc1ccccc1NC(=O)C(NS(=O)(=O)c1ccc2c(c1)c(=O)n(C)c(=O)n2C)c1ccccc1 (stereo not given) | -5 | i | -3 | -1 | -5 | -2 | -0.2 | 2 | 0
O=C(CSc1ccc(Cl)cc1)NC(=O)NCc1ccco1 | 18 | i | 32 | 3 | -4 | 0 | -0.1 | 2 | -3
O=C(O)C1C2C=CC(C2)C1C(=O)NCc1ccccc1F (stereo not given) | -2 | i | 4 | -4 | -3 | -3 | -1.5 | -2 | -4
O=C(CN1C(=O)c2ccccc2C1=O)NCc1ccc(F)cc1 | 5 | i | -10 | -1 | 0 | -10 | 0.6 | 0 | -5
COc1ccccc1OCC(=O)Nc1ccncc1 | 9 | i | 6 | 1 | -1 | -5 | -0.1 | -3 | -2
COc1ccccc1Cc1c(-c2ccc(Cl)cc2)nc2c3ccccc3ccn12 | 2 | . | . | . | -2 | 1 | -0.1 | 24 | -2
Cn1c(SCC(=O)NC2CC2)nnc1-c1ccccc1Cl | 3 | i | -5 | 1 | 3 | 4 | 1.0 | -9 | -7
Cc1ccc(S(=O)(=O)N2CCC(c3nnc(SCCN4CCCC4)n3C)CC2)cc1 | 1 | i | -11 | 1 | 2 | -4 | 0.1 | -6 | -1
O=[N+]([O-])c1ccc(-[n+]2ccc3ccccc3c2)c([N+](=O)[O-])c1 | 7 | i | -5 | 2 | 7 | 2 | 2.3 | -2 | 11*
CC(C)Oc1ccc(C(=O)Nc2ccc(C(F)(F)F)n(C)c2=O)cc1 | 4 | i | 5 | 2 | 0 | 2 | 1.2 | -8 | -3
CCc1ccc(NS(=O)(=O)c2ccc(C)c(C(=O)N3CCOCC3)c2)cc1 | 1 | i | -159 | 0 | -7 | -8 | -0.2 | -5 | -3
CCSc1nnc2nc3[nH]c4c(C)cccc4c3nn12 | -5 | i | 7 | -4 | 2 | 1 | 0.2 | -4 | -4
O=C1NCCCC1C(=O)N/N=C/c1ccccc1[N+](=O)[O-] (stereo not given) | 0 | i | 1 | -1 | 7 | 1 | 0.5 | -8 | -5
[O-][n+]1cccc2ncc3cscc3c21 | 0 | i | 6 | -4 | -2 | -3 | 0.8 | -7 | -3
CCOC(=O)C1=C(C)NC(C)=C(C(=O)OCC)C1c1cccc([N+](=O)[O-])c1 | -3 | i | 0 | -3 | 6 | -5 | 0.6 | 22 | -2
COc1ccc(S(=O)(=O)N2CCC(C(=O)NC3CC3)CC2)cc1Cl | -8 | i | 0 | -2 | -4 | -4 | 1.4 | -6 | -5
Cc1c(Cl)cccc1NC(=S)N=Nc1c(O)n(CN2CCOCC2)c2ccccc12 | 4 | i | 26 | . | 8 | . | . | 14 | .
CCOC(=O)c1cnc2c(C)cc(Cl)cc2c1NCCCN1CCOCC1 | 5 | i | -8 | -3 | -3 | -6 | 0.7 | 6 | 0
O=C(NC1CCN(Cc2ccccc2)CC1)c1ccccc1F | -1 | i | 2 | 1 | 2 | -3 | -0.1 | -8 | -4
O=C1c2ccsc2SCCN1Cc1ccc(Cl)cc1 | -3 | i | 10 | 1 | 6 | -2 | 1.1 | 4 | -7
CCCCCOC(=O)CSc1nc2c(c(=O)[nH]c(=O)n2C)n1CCc1ccccc1 | 5 | i | 22 | 0 | 2 | -12 | -0.1 | -9 | -5
CN(C)c1cc(-c2ccc(Cl)c(Cl)c2)oc(=O)c1Cl | 8 | i | -13 | 1 | -1 | 4 | -1.9 | 3 | -3
O=[n+]1c2c(n([O-])c3c1CCCC3)CCCCC2 | 4 | i | -4 | -1 | -1 | -8 | 0.8 | -5 | -4
CCn1c(=O)c(=O)[nH]c2cc(C(=O)NC3CCCc4ccccc43)ccc21 (stereo not given) | 2 | i | -79 | -5 | 31* | 12 | 3.2 | 7 | -15
Cc1noc(C)c1COC(=O)c1ccc(F)c(S(=O)(=O)N2CCCCC2)c1 | 1 | i | 6 | 1 | 2 | -6 | -0.9 | 8 | -8
CCCCC(=O)Nc1ccc(Cl)cn1 | 3 | i | 17 | 1 | -2 | -3 | 1.4 | -9 | -1
O=C1S/C(=C\C=C\c2ccco2)C(=O)N1c1ccccc1 | 17 | i | 1 | -1 | -9 | -36 | 1.1 | 19 | 3
Cc1cccnc1NC(=O)CCC(=O)c1cccs1 | 11 | i | -9 | -1 | -1 | -4 | -1.2 | -7 | -1
COc1ccc(-c2csc(NC(=O)CSCC(=O)Nc3cc(C)on3)n2)c(OC)c1 | 3 | i | 17 | 0 | 2 | -2 | -0.2 | -2 | -4
CC(C)CCC1(CCO)C(=O)N=C(N)NC1=O (stereo not given) | -3 | i | 7 | 4 | 1 | -4 | -0.1 | -7 | -3
CCN1CCN(c2nnc(-c3ccc(C)cc3)c3ccccc23)CC1 | 0 | i | 0 | 4 | 3 | -5 | -1.0 | -5 | -3
CCC(C(=O)NC(C)(C)C)N(Cc1cccs1)C(=O)CNS(=O)(=O)c1ccccc1 (stereo not given) | -4 | i | 5 | -5 | 0 | 2 | -0.8 | -2 | 5
